Pf Dd2 growth: P. falciparum Dd2 growth inhibitors, primary screen, SYBR Green fluorescence, single dose replicates. actives 2.3% (n = 94,000). 72 h; hits give low values. activity change, % at 10 µM. AID 1159554, 2015; in the data active = activity change below about -80%; inconclusive = no clear call, values can overlap the other calls
C diff HTS: C. difficile growth inhibitors, primary screen, HTS | actives 0.25% (n = 86,000) | AID 1259249, 2017 | growth activity, negative = inhibition, % at 16 µg/mL (by protocol) | Clostridium difficile clinical isolate growth, OD600, 24 h; hits give low values;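 active = mean growth activity at or below -80% and every replicate also at or below -80%; inconclusive = mean at or below -80% but some replicate above -80%; inactive = mean growth activity above -80%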;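 also: 0% = DMSO wells and -100% = levofloxacin 16 µg/mL wells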
T cruzi growth: T. cruzi intracellular proliferation inhibitors, primary screen, cell-based, beta-gal Tulahuen parasites, NIH3T3 host, luminescence; T. cruzi beta-gal in NIH3T3, GalScreen luminescence, 90 h; inhibition, % at 8.34 µM; actives 5.9% (n = 77,000); AID 624255, 2012;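 active = mean inhibition above about 93%, with at least 55% of replicates each passing it, limit read from the data, passing the limit was not always enough; inconclusive = only one of those two conditions holds; inactive = neither condition holds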
GASC1 inh: inhibitors of GASC-1 (KDM4C) histone demethylase, primary screen, biochemical, single concentration HTS. Lysine-specific demethylase 4C (Homo sapiens), Q9H3R0. GST-KDM4C 2-372, H3K9me3 peptide, LANCE TR-FRET. inhibition, % at 12.5 µM. actives 0.15% (n = 96,000). AID 720574, 2013;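 active = mean replicate inhibition above about 25%, with at least 55% of replicates also reaching it, limit read from the data, passing the limit was not always enough; inconclusive = only one of those two conditions met; inactive = neither condition met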
Target sequence (Q9H3R0 2-372 limits assumed): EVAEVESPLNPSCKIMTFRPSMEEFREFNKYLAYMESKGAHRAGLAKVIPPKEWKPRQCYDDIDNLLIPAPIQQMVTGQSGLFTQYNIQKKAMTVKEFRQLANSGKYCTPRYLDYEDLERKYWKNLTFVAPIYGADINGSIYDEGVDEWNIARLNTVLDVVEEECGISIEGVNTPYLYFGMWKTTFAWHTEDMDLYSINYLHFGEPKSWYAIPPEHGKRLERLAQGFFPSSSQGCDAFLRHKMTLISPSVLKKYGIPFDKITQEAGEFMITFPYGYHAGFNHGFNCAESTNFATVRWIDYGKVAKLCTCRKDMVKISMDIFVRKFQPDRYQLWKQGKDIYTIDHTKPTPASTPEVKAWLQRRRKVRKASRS
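System: N-terminal GST-fused human GASC-1 (KDM4C) fragment, residues 2-372 / Amount: 10 nM GST-KDM4C in enzyme reaction / Also added: H3K9me3 peptide with Fe(II)/2OG / Times: 30 min demethylation and 1 h detection at room temperature / Signal: LANCE TR-FRET / Read-out basis: Fall in 671/618 emission ratio as inhibition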
Active calls of the source: *; & = joins results of further samples.

How did CC=Cc1ccc2n(c1=O)C[C@@H]1[C@@H](CO)[C@H](C(=O)NC3Cc4ccccc4C3)[C@H]2N1C(C)=O (mixture of isomers) do in these assays?
C diff HTS: 1; T cruzi growth: -31; GASC1 inh: -0.8

Results for CO[C@H]1CN(C)C(=O)c2ccc(NC(=O)C3CCCCC3)cc2OC[C@H](C)N(C(=O)c2ccccc2)C[C@@H]1C ?
Pf Dd2 growth: -22; T cruzi growth: 6; GASC1 inh: 1.2

Results for CCC(=O)N1CC[C@@H]2[C@@H](CO)N(C)c3ccc(-c4ccc(F)cc4)cc3[C@@H]21 ?
Pf Dd2 growth: -1; C diff HTS: 19; T cruzi growth: inconclusive; GASC1 inh: 0.1

Results for C/C=C/c1ccc([C@H]2[C@H](CO)N3CCCCN(C(=O)Nc4ccc(OC)cc4)C[C@@H]23)cc1 ?
Pf Dd2 growth: -7; C diff HTS: 8; T cruzi growth: 56; GASC1 inh: 0.0

What do the screens show for `N#C[C@H]1[C@@H](c2ccc(-c3ccccc3F)cc2)[C@@H](CO)N1C(=O)Cc1ccccc1`?
Pf Dd2 growth: 7; C diff HTS: 5; T cruzi growth: 51; GASC1 inh: -1.4

How did CCC(=O)Nc1ccc2c(c1)C(=O)N(C)[C@@H]1CC[C@@H](CC(=O)N[C@H](C)c3ccccc3)O[C@@H]1CO2 do in these assays?
Pf Dd2 growth: 12; C diff HTS: -2; T cruzi growth: 21; GASC1 inh: -2.0

Results for CO[C@@H]1CN(C)C(=O)c2ccc(NS(=O)(=O)c3ccc(Oc4ccccc4)cc3)cc2OC[C@H](C)NC[C@H]1C ?
Pf Dd2 growth: -5; T cruzi growth: 29; GASC1 inh: 1.2

How did C[C@@H]1CN([C@H](C)CO)C(=O)c2cc(NS(=O)(=O)c3ccc(Cl)cc3)ccc2O[C@@H]1CN(C)Cc1ccc(Cl)c(Cl)c1 do in these assays?
Pf Dd2 growth: 29; C diff HTS: 22; T cruzi growth: 44; GASC1 inh: -1.3

How did COc1ccccc1-c1ccccc1[C@H]1[C@@H](C#N)N(C(=O)C2CCC2)[C@H]1CO do in these assays?
Pf Dd2 growth: -25; C diff HTS: -3; GASC1 inh: 1.4

How did O=C(C[C@H]1CC[C@@H]2[C@H](COC[C@@H](O)CN2C(=O)c2ccccc2)O1)NCc1cccc(F)c1 do in these assays?
Pf Dd2 growth: 7; T cruzi growth: -23; GASC1 inh: 0.9

Results for CCS(=O)(=O)N1CC2(CN(Cc3cc(F)ccc3F)[C@H](CO)c3c2c2ccc(OC)cc2n3C)C1 ?
Pf Dd2 growth: -53; C diff HTS: 5; GASC1 inh: 14

How did C[C@H]1CN([C@@H](C)CO)C(=O)Cc2cc(NC(=O)C3CCCCC3)ccc2O[C@H]1CN(C)C(=O)Nc1cccc2ccccc12 do in these assays?
Pf Dd2 growth: 2; C diff HTS: -11; T cruzi growth: 20; GASC1 inh: 0.9

How did C[C@@H]1CN([C@@H](C)CO)C(=O)Cc2cc(NC(=O)CCN3CCOCC3)ccc2O[C@@H]1CN(C)C(=O)Nc1cccc2ccccc12 do in these assays?
Pf Dd2 growth: -12; C diff HTS: 1; T cruzi growth: -21; GASC1 inh: 0.2

What do the screens show for `CO[C@H]1CN(C)C(=O)c2cc(NC(=O)c3nc4ccccc4s3)ccc2OC[C@H](C)N(Cc2ccncc2)C[C@@H]1C`?
C diff HTS: -9; T cruzi growth: 100*; GASC1 inh: 1.0

How did C[C@H](CO)N1C[C@H](C)[C@@H](CN(C)C(=O)Nc2ccc(C(F)(F)F)cc2)Oc2ncc(C3=CCCC3)cc2C1=O do in these assays?
Pf Dd2 growth: -54; C diff HTS: -11; T cruzi growth: 102*; GASC1 inh: 0.8

Results for COc1ccc(S(=O)(=O)Nc2ccc3c(c2)C(=O)N([C@H](C)CO)C[C@@H](C)[C@@H](CN(C)C(=O)Nc2ccc(C(F)(F)F)cc2)OCCCC[C@@H](C)O3)cc1 ?
Pf Dd2 growth: -73; C diff HTS: 17; T cruzi growth: 65; GASC1 inh: -0.7

Results for O=C(CN1CCOCC1)N[C@@H]1CC[C@H](CCNC(=O)C2CCC2)O[C@@H]1CO ?
Pf Dd2 growth: 19; T cruzi growth: 20; GASC1 inh: -1.4

What do the screens show for `C[C@@H]1CCCCO[C@H](CN(C)S(=O)(=O)c2cccs2)[C@@H](C)CN([C@H](C)CO)C(=O)c2cc(NC(=O)Nc3ccc4c(c3)OCO4)ccc2O1`?
Pf Dd2 growth: -74; C diff HTS: 4; T cruzi growth: 33

Results for CCCC#Cc1ccc([C@@H]2[C@H]3CN(C(=O)Cc4cccnc4)CC(=O)N3[C@H]2CO)cc1 ?
Pf Dd2 growth: -29; C diff HTS: -8; GASC1 inh: -0.8

What do the screens show for `COc1cccc(CN2CC3(C2)CN(C(=O)C2CC2)[C@H](CO)c2c3c3ccc(OC)cc3n2C)c1`?
Pf Dd2 growth: inconclusive; C diff HTS: -13; GASC1 inh: -0.9

The final four entries of the section above open the next one.
Results for O=C(CN1CCOCC1)N[C@@H]1CC[C@H](CCNC(=O)C2CCC2)O[C@@H]1CO ?
Pf Dd2 growth: 19; T cruzi growth: 20; GASC1 inh: -1.4

What do the screens show for `C[C@@H]1CCCCO[C@H](CN(C)S(=O)(=O)c2cccs2)[C@@H](C)CN([C@H](C)CO)C(=O)c2cc(NC(=O)Nc3ccc4c(c3)OCO4)ccc2O1`?
Pf Dd2 growth: -74; C diff HTS: 4; T cruzi growth: 33

Results for CCCC#Cc1ccc([C@@H]2[C@H]3CN(C(=O)Cc4cccnc4)CC(=O)N3[C@H]2CO)cc1 ?
Pf Dd2 growth: -29; C diff HTS: -8; GASC1 inh: -0.8

What do the screens show for `COc1cccc(CN2CC3(C2)CN(C(=O)C2CC2)[C@H](CO)c2c3c3ccc(OC)cc3n2C)c1`?
Pf Dd2 growth: inconclusive; C diff HTS: -13; GASC1 inh: -0.9

How did Cc1ccc(-c2cnc3c(c2)C(=O)N([C@@H](C)CO)C[C@H](C)[C@H](CN(C)S(C)(=O)=O)O3)cc1 do in these assays?
Pf Dd2 growth: -2; C diff HTS: 1; GASC1 inh: -0.5

How did CN(C)CC(=O)N[C@@H]1CC[C@H](CC(=O)NCCN2CCCCC2)O[C@@H]1CO do in these assays?
Pf Dd2 growth: 17; C diff HTS: -1; T cruzi growth: -43; GASC1 inh: -0.4

How did C[C@@H]1CCCCO[C@@H](CN(C)Cc2ccc(C(F)(F)F)cc2)[C@H](C)CN([C@@H](C)CO)C(=O)c2cc(NS(C)(=O)=O)ccc2O1 do in these assays?
Pf Dd2 growth: -45; C diff HTS: 0; T cruzi growth: 15; GASC1 inh: 0.7

How did CCCN(C)C[C@@H]1Oc2cc(C#CCC(C)C)ccc2S(=O)(=O)N([C@@H](C)CO)C[C@@H]1C do in these assays?
Pf Dd2 growth: -26; C diff HTS: 15; T cruzi growth: 108*; GASC1 inh: 0.0

What do the screens show for `C[C@@H]1CN([C@@H](C)CO)C(=O)c2cc(NS(=O)(=O)c3ccc(F)cc3)ccc2O[C@H]1CN(C)Cc1ccc(C(F)(F)F)cc1`?
Pf Dd2 growth: 9; C diff HTS: -6; T cruzi growth: 55; GASC1 inh: 2.4

Results for CC=Cc1ccc2n(c1=O)C[C@H]1[C@H](CO)[C@@H](C(=O)NCC)[C@@H]2N1C(=O)Nc1cc(F)ccc1F (mixture of isomers) ?
Pf Dd2 growth: 11; C diff HTS: -3; T cruzi growth: 46; GASC1 inh: -0.3

What do the screens show for `O=C(C[C@@H]1C=C[C@H](NC(=O)Nc2ccc(F)cc2)[C@H](CO)O1)NCc1cccc(F)c1`?
C diff HTS: 2; GASC1 inh: 0.2

What do the screens show for `COc1ccc(S(=O)(=O)N(C)C[C@H]2Oc3ncc(-c4ccncc4)cc3C(=O)N([C@@H](C)CO)C[C@@H]2C)cc1`?
Pf Dd2 growth: -78&-68; C diff HTS: 5&2; T cruzi growth: 40&72; GASC1 inh: -0.2

How did CCCC#Cc1ccc2c(c1)O[C@@H](CN(C)Cc1cncnc1)[C@H](C)CN([C@H](C)CO)S2(=O)=O do in these assays?
Pf Dd2 growth: -34; C diff HTS: 2; T cruzi growth: 42; GASC1 inh: 18

What do the screens show for `CCCNC(=O)N1[C@H](C#N)[C@@H](c2ccc(-c3ccccc3F)cc2)[C@H]1CO`?
Pf Dd2 growth: -11; C diff HTS: -14; T cruzi growth: 61; GASC1 inh: -0.9

How did O=C(N[C@@H]1CC[C@H](CCNS(=O)(=O)c2ccccc2)O[C@@H]1CO)c1cnccn1 do in these assays?
Pf Dd2 growth: 29; C diff HTS: 2; T cruzi growth: 3; GASC1 inh: -1.1

Results for COc1ccc2c3c([nH]c2c1)[C@H](CO)N(C(=O)c1cccnc1)CC31CN(Cc2cccnc2)C1 ?
Pf Dd2 growth: 17; C diff HTS: 7; GASC1 inh: 0.9

What do the screens show for `Cc1ccc(S(=O)(=O)N(C)C[C@@H]2Oc3ccc(NS(=O)(=O)c4cn(C)cn4)cc3C(=O)N([C@H](C)CO)C[C@H]2C)cc1`?
Pf Dd2 growth: 37; T cruzi growth: -17; GASC1 inh: 0.2

Results for C[C@@H]1CCCCO[C@H](CN(C)S(=O)(=O)c2ccc(F)cc2)[C@@H](C)CN([C@H](C)CO)C(=O)c2cc(NS(=O)(=O)c3ccc(Cl)cc3)ccc2O1 ?
Pf Dd2 growth: -28; C diff HTS: -5; T cruzi growth: 77; GASC1 inh: -0.4

What do the screens show for `C[C@@H]1CN([C@@H](C)CO)C(=O)c2cccc(NC(=O)Nc3ccc(F)cc3)c2O[C@@H]1CN(C)Cc1ccc(C(=O)O)cc1`?
Pf Dd2 growth: 38; C diff HTS: -4; T cruzi growth: 13; GASC1 inh: 5.5

How did Cn1cnc(CCNC(=O)C[C@@H]2CC[C@H]3[C@@H](COC[C@H](O)CN3C(=O)C3CCCC3)O2)c1 do in these assays?
Pf Dd2 growth: 30; C diff HTS: -6&-6; T cruzi growth: -4; GASC1 inh: 0.2

What do the screens show for `C[C@H](CO)N1C[C@H](C)[C@H](CN(C)Cc2ccc(C(=O)O)cc2)OCCCC[C@H](C)Oc2ccc(NC(=O)Nc3ccc(C(F)(F)F)cc3)cc2C1=O`?
Pf Dd2 growth: 27; C diff HTS: -2; T cruzi growth: 51; GASC1 inh: 0.1

Results for Cc1ccc(-c2ccc3c(c2)O[C@@H](CN(C)Cc2ccccn2)[C@@H](C)CN([C@H](C)CO)S3(=O)=O)cc1 ?
Pf Dd2 growth: -52; C diff HTS: 1; T cruzi growth: 19; GASC1 inh: 1.9

How did COc1ccc(CN(C)C[C@H]2OCCCC[C@@H](C)Oc3ccc(NC(=O)Nc4cccc5ccccc45)cc3C(=O)N([C@H](C)CO)C[C@@H]2C)cc1 do in these assays?
Pf Dd2 growth: 8; C diff HTS: -35; T cruzi growth: 68; GASC1 inh: -3.6

Results for O=C(C[C@H]1C=C[C@H](NC(=O)CCN2CCCCC2)[C@@H](CO)O1)Nc1ccccc1 ?
Pf Dd2 growth: 42; C diff HTS: 1; GASC1 inh: 1.3

Results for O=C(C[C@@H]1CC[C@@H](NC(=O)CCN2CCCCC2)[C@H](CO)O1)Nc1nccs1 ?
Pf Dd2 growth: -5; T cruzi growth: -40; GASC1 inh: -0.6

Results for CO[C@H]1CN(C)C(=O)c2ccc(NC(=O)C3CC3)cc2OC[C@@H](C)N(Cc2ccccc2)C[C@H]1C ?
Pf Dd2 growth: -15; T cruzi growth: 25; GASC1 inh: 0.7

What do the screens show for `O=C(CC1CC1)N1CC(=O)N2[C@H](CO)[C@H](c3ccc(C#Cc4ccc(F)cc4)cc3)[C@@H]2C1`?
Pf Dd2 growth: 4; C diff HTS: -7; GASC1 inh: 0.4

Results for O=C(C1CCC1)N1CC(=O)N2[C@H](C1)[C@H](c1ccc(-c3cccnc3)cc1)[C@@H]2CO ?
Pf Dd2 growth: 7; C diff HTS: -2; GASC1 inh: -2.3

What do the screens show for `O=C(Nc1ccc2c(c1)[C@@H]1C[C@H](CC(=O)N3CCOCC3)O[C@@H](CO)[C@@H]1O2)Nc1ccccc1F`?
Pf Dd2 growth: 5; C diff HTS: -2; T cruzi growth: -34; GASC1 inh: 0.0

How did CC(C)CC#Cc1cnc2c(c1)C(=O)N([C@H](C)CO)C[C@H](C)[C@H](CN(C)Cc1ccc3c(c1)OCO3)O2 do in these assays?
Pf Dd2 growth: -6; C diff HTS: 16; T cruzi growth: 83; GASC1 inh: 4.3

Results for N#C[C@@H]1[C@@H](c2ccccc2)[C@H](CO)N1C(=O)C1CCCC1 ?
Pf Dd2 growth: 16; C diff HTS: -4; T cruzi growth: 53; GASC1 inh: -1.5

Results for COc1cccc(-c2ccc3c(c2)O[C@H](CN(C)C(=O)C2CCCCC2)[C@H](C)CN([C@H](C)CO)S3(=O)=O)c1 ?
Pf Dd2 growth: -18; C diff HTS: -1; T cruzi growth: 115*; GASC1 inh: 0.0
